Screens: PubChem BioAssay, National Center for Advancing Translational Sciences (NCATS)
GPT2 inh = Primary qHTS assay for inhibitors of Glutamate pyruvate transaminase 2 (GPT2) | Recombinant GPT2, coupled pyruvate oxidase/HRP Amplex Red fluorescence | Potency, µM (highest dose often 57.7 µM), for the others: top-dose activity change, negative = inhibition, hits mostly inhibitors | hit rate 0.25% among 100,000 | AID 1671188, 2021; also: potency is read from the fitted curve at half-maximal effect; nearly all actives have a fitted effect of over 60% in size; many of its hits are not listed in these tables
Target sequence (Q8TD30 whole entry, looked up): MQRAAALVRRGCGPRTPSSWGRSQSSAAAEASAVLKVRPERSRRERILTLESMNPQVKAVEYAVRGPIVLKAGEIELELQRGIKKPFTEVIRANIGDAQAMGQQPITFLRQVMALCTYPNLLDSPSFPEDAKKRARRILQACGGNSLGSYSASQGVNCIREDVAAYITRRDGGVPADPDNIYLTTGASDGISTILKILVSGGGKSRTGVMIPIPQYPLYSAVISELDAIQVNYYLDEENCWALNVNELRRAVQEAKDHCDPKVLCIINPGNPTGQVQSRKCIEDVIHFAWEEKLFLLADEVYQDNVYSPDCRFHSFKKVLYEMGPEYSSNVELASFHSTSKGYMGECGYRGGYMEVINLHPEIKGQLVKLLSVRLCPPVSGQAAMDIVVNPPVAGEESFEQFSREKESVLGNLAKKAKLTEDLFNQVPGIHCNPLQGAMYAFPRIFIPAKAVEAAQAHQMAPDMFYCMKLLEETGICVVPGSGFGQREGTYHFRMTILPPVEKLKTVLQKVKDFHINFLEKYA
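GPT2 10ng/uL, a-KG 250uM, L-Ala 2mM, HEPES pH7.5 + 0.0001% Tween; 30 min RT. Then Amplex mix (PO/HRP/ThPP), 30 min RT dark, fluorescence. AOA 50uM used as positive control.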
FLuc inh = Firefly luciferase inhibition profiling of diverse chemical library using quantitative high-throughput screening. hit rate 2.5% among 76,000. Potency, µM (titrated, usually from 115 µM), for inactives: top-dose activity change, negative = inhibition, actives largely listed as inhibitors. purified P. pyralis luciferase, luminescence, biochemical; also: potency is read from the fitted curve at half-maximal effect; nearly all actives have a fitted effect of over 65% in size
Target sequence (P08659 whole entry, looked up): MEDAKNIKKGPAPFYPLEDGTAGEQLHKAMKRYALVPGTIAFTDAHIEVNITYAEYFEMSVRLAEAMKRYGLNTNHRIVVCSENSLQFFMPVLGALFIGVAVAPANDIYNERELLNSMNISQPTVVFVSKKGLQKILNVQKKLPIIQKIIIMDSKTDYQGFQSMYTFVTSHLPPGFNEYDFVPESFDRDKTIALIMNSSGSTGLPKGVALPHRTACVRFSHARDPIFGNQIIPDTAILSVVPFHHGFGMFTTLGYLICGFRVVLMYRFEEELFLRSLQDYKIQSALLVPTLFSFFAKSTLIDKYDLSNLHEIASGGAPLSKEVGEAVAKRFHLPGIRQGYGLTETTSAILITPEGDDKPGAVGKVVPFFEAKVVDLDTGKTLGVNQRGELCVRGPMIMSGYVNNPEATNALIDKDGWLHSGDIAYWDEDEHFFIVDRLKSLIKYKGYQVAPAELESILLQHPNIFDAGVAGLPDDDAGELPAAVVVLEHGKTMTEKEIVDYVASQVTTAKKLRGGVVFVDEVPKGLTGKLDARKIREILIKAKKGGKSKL
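Purified P. pyralis luciferase (10nM final) in 50mM Tris acetate pH 7.5, 10mM Mg acetate, 0.01% Tween-20, 0.05% BSA with 10uM D-luciferin and 10uM ATP. Compounds titrated qHTS. Luminescence imaged on CCD.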
IP6K1 inhibitor = Primary qHTS assay for small molecule inhibitors of Inositol hexaphosphate kinase 1 (IP6K1); Inositol hexakisphosphate kinase 1 (Homo sapiens), Q92551; IP6K1 kinase, ADP-Glo luminescence, 2 h; stronger effect = lower value; activity change, % (series mostly up to about 58 µM); hit rate 0.81% among 140,000; AID 1645851, 2021; in the data active = activity change below about -25%
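ADP-Glo luminescence measures ADP made by human IP6K1 during a 2 h RT reaction with ATP/IP6 (mix at 1.3 mM/130 uM); top library doses 57.5 and 19.1 uM final.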
HEK cytotox = Cytotoxic Profiling in HEK 293 Cell Line of Diverse Libraries Using Quantitative High-Throughput Screening; HEK 293 viability, ATP luminescence (CellTiter-Glo), 48-72 h; Potency, µM (top dose mostly 115 µM), inactives show top-dose activity change, negative = cytotoxicity, hits mostly inhibitors; hit rate 6.6% among 94,000; AID 1345083, 2018; also: potency is read from the fitted curve at half-maximal effect; nearly all actives have a fitted effect of over 60% in size
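Viability of HEK 293 cells, plated at 250 cells/well, was judged by cellular ATP after compound treatment for 48 or 72 hr. Luminescence was imaged 10 min after CellTiter-Glo addition at room temperature.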
SNCA expr inh = Primary qHTS assay for inhibitors of alpha-synuclein gene (SNCA) expression; hit rate 0.17% among 140,000; HEK-293 SNCA-luciferase knock-in, luminescence, 24 h; Potency, µM (series often up to 57.2 µM), for the others: at the highest dose activity change, negative = inhibition, most hits filed as inhibitors;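 also: potency is read from the fitted curve at half-maximal effect; plate controls were DMSO cells for no effect and cell-free wells for full effect; nearly all actives have a fitted effect of over 45% in size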
HEK293 viab = GF-AFC viability counterscreen for inhibitors of alpha-synuclein gene (SNCA) expression; AID 1671193, 2021; HEK-293-SNCA-luc viability, GF-AFC fluorescence, 24 h; hit rate 0.12% among 150,000; Potency, µM (doses to about 57.1 µM), without a hit: top-dose activity change, negative = cytotoxicity, actives largely listed as cytotoxic;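 also: potency is read from the fitted curve at half-maximal effect; 0% = DMSO-treated cells and -100% = medium-only wells without cells; nearly all actives have a fitted effect of over 30% in size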
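HEK-293-SNCA-luc cells (1500/well) plated 24 h, then exposed 24 h to a dilution series; GF-AFC added 30 min at 37C, fluorescence 405/540 nm; normalised to medium-only and DMSO wells, Hill fit.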
NIH3T3 tox = Cytotoxic Profiling in NIH 3T3 Cell Line of Diverse Libraries Using Quantitative High-Throughput Screening; NIH 3T3 viability, CellTiter-Glo ATP luminescence, 48-72 h; Potency, µM (series often up to 96.7 µM), for the others: at the highest dose activity change, negative = cytotoxicity, usual class: inhibitors; hit rate 4.3% among 94,000; AID 1345082, 2018; also: potency is read from the fitted curve at half-maximal effect; nearly all actives have a fitted effect of over 55% in size
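NIH 3T3 cells at 400 cells/well received 23 nL of compound by pintool and were incubated 48 or 72 h at 37 °C. Viability was read as ATP-coupled CellTiter-Glo luminescence.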
An asterisk follows results filed as active; i = inactive; ? = inconclusive; . = no result given; [ ] = another dose, or the depositor's remark. Unless noted, calls follow the shape of the dose curve; as a rule, active = well fitted curve in the direction sought with a large enough effect; inconclusive = small, poorly fitted or top-dose-only effect, or another doubt; inactive = no such curve, though single readings can be large; an effect the other way counts as inactive or inconclusive. Unless noted, % is scaled to controls: 0 for no effect and ±100 for the full control effect. Random draw from the library; about 7.7% have a hit in one of these screens.

Molecule | GPT2 inh | FLuc inh | IP6K1 inhibitor | HEK cytotox | SNCA expr inh | HEK293 viab | NIH3T3 tox
COCCCNC(=O)CN1C(=O)COc2ccc(C(=O)COc3cccc(OC)c3)cc21 | -18% | -17% | 6 | 2% | 9% | -28% | -21%
NC(=O)[C@H](CC1CCCCC1)NC(=O)[C@@H]1C[C@@H](NC(=O)Nc2cccc(F)c2)CCN1C(=O)[C@H]1CCCN1 | i | -5% | -5 | -18% | 2% | 3% | 3%
CC1CCCN(C(=O)CN2C(=O)NC3(CCCCC3)C2=O)C1 (centres undefined) | -15% | -3% | 22 | 11% | 9% | -2% | i
O=C(CNS(=O)(=O)c1ccc(Br)s1)N1CCN(c2ccc(F)cc2)CC1 | . | . | 17 | . | -30% | 1% | .
Fc1ccc(CCc2nc(C3CCOC3)no2)cc1F (centres undefined) | -17% | -8% | 27 | ? | -2% | -2% | -10%
CN(C)[C@@H]1C[C@@H](CO)N(Cc2cc(=O)n3c4c(cccc24)CCC3)C1 | ? | -2% | 7 | -27% | 10% | -9% | -13%
COc1ccc(-c2cc(C(F)(F)F)nc(SCC(=O)NCc3ccc(Cl)cc3)n2)cc1 | . | . | -12 | . | -6% | 8% | .
O=C(Cc1ccc(Cl)cc1)N1CCC2(CC1)NC(=O)N(c1ccccc1Cl)N2 | ? | 4% | 3 | 89µM* | -10% | -5% | 40µM*
CN(C(=O)c1ccc2c(c1)N(Cc1ccc(F)cc1)C(=O)c1ccccc1S2(=O)=O)C1CCCCC1 | . | . | 19 | . | -1% | ? | .
C=CCNC(=O)C[C@@H]1CCN(C(=O)C(C)(C)C)C[C@@H]1CC | 1%[88.5 µM] | -1%[172 µM] | -10 | -8%[172 µM] | -28%[87.6 µM] | 6%[87.6 µM] | -1%[174 µM]
CCc1cccc2c(-c3ccccc3)nc(SCC(=O)Nc3ccccc3)nc12 | . | . | -17 | . | -3% | 11% | .
CCC(C(=O)NCCc1ccccc1)n1nc(C)n2c(cc3sccc32)c1=O (centres undefined) | . | . | -5 | . | -19% | -22% | .
CNC(=O)[C@@H](c1ccccc1)N1CCc2cc(OC)c(OC)cc2[C@@H]1CCc1ccc(C(F)(F)F)cc1 | ? | . | -8 | . | . | -13% | .
COc1ccc(C)cc1NC(=O)C1CCN(C(=O)N2CC3CC(C2)[C@H]2CCCC(=O)N2C3)CC1 (some centres undefined) | ? | 3% | 5 | 5% | -2% | -18% | i
COc1ccc(CNC(=O)c2ccc3c(c2)CCN3S(=O)(=O)c2ccccc2)cc1 | . | . | -7 | . | 17% | 3% | .
O=C(NCc1ccc(Cl)cc1)c1ccc2cncn2c1 | -29%[88.5 µM] | -9%[172 µM] | 4 | ? | 17%[87.6 µM] | 3%[87.6 µM] | ?
CC(=O)NCC1(COc2cccnc2)C[C@@H](O)[C@@H](O)C1 (some centres undefined) | -8%[88.5 µM] | -4%[230 µM] | 4 | i | 3%[87.6 µM] | 2%[87.6 µM] | i
CCCCC(=O)Nc1cc(-c2nc3ccccc3o2)ccc1OC | . | . | -3 | . | 44%[activator] | 9% | .
CC(=O)N1CCC(n2nccc2NC(=O)c2ccc3c(c2)OCO3)CC1 | i | 9% | 18 | -15% | 54%[activator] | -12% | -9%
O=C(O)CCc1ccc(-c2ccc(Br)cc2)n1-c1ccccc1O | . | . | 1 | . | 65%[activator] | 6% | .
Cc1ccc2nc(N(Cc3cccnc3)C(=O)COc3ccccc3)sc2c1 | . | . | -23 | . | 129%[activator] | 2% | .
Clc1ccccc1CSc1nncn2c1cc1occc12 | . | . | -3 | . | 67%[activator] | -2% | .
CCC(Sc1ncccc1C(=O)Oc1ccccc1Cl)C(=O)Nc1ccccc1OC (centres undefined) | . | . | 15 | . | ? | 3% | .
Cc1cc(C(=O)N2CCC3(CC2)CC(CN2CCOCC2)N(C)C3)n(C)n1 (centres undefined) | 1% | . | -6 | i | 18% | 17% | 2%
Cc1noc(C)c1C(=O)N1Cc2ccccc2CC2(CCCN(CC3CCNC3)C2)C1 (centres undefined) | i | . | 0 | -16% | -17% | -13% | ?
O=C(CC1CCCCN(Cc2ccccc2)C1=O)Nc1ccccc1F (centres undefined) | -1% | . | 1 | ? | -2% | 1% | ?
Cc1ccc(C)c(N2CCN(C(=O)Cn3ncc4ccsc4c3=O)CC2)c1 | . | . | 13 | . | -20% | 8% | .
Cc1ccccc1CNC(=O)CN1C(=O)CCCc2ccccc21 | . | . | 9 | . | 46%[activator] | 4% | .
CCOc1ccc(C(=O)c2cn(Cc3ccccc3OC)c3ccc(F)cc3c2=O)cc1 | . | . | -8 | . | 25% | ? | .
CSc1ncccc1C(=O)N[C@@H]1CCOC[C@H]1Oc1ccc(C#N)cc1 | -4% | 2% | -3 | i | -20% | -19% | 4%
O=C(c1ccc2c(c1)CCN2S(=O)(=O)c1ccccc1)N1CCN(c2cccc(Cl)c2)CC1 | . | . | -4 | . | -6% | 4% | .
COc1ccccc1-c1ccc(CN2CCC(N[S+](=O)([O-])c3ccc(C)cc3)C2)cc1 (centres undefined) | . | . | 25 | ? | . | . | ?
COc1ccc(-c2nc(C)nc3c2CN(C(=O)Cc2cccc(Cl)c2)CC3)cc1 | 2% | . | 2 | -24% | 25% | -6% | -17%
CCOC(=O)c1c(C)[nH]c(CCC(=O)NCc2ccc(CC)cc2)c1C | . | . | -3 | . | -17% | 0% | .
CC1(C)[C@H](Cc2cc(CN3CCOCC3)on2)C[C@@H]1NCc1ccccc1O | i | -17%[172 µM] | 3 | ? | -4%[87.6 µM] | 3%[87.6 µM] | ?
COC(=O)C1=CO[C@@H](O[C@@H]2O[C@H](CO)[C@@H](O)[C@H](O)[C@H]2O)[C@@H]2[C@@H](C)[C@@H](OC(=O)/C=C/c3ccccc3)[C@@H](O)[C@H]12 | i | . | 14 | . | . | -13%[23.9 µM] | .
CCN(CC)C(=O)N1CCC(c2noc(-c3ccccc3)n2)C1 (centres undefined) | i | -27% | 1 | ? | 140%[activator] | 4% | ?
COc1cc(Cl)ccc1C(=O)NC1CCN(c2cc(-c3ccc(F)cc3)[nH]n2)CC1 | -4% | -2% | 29 | ? | -17% | 4% | 35µM*
Cc1ccc(OCC(=O)N2CCC3(CC2)CC(N(C(=O)NC(C)C)C2CC2)CCO3)cc1 (centres undefined) | 2% | -8% | 11 | -4% | 14% | 10% | ?
Cc1cnc(-c2ccccc2)n1C1CCN(C(=O)Nc2ccccc2F)CC1 | -23% | -11% | 0 | -25% | -1% | 0% | -18%
Cc1cc(C)cc(NC(=O)N2C[C@@H](F)C[C@H]2C(=O)N2CCc3ccccc3C2)c1 | 2% | . | 10 | -26% | 28% | -27% | ?
COc1ccc(CCN(C)C2CCCN(c3ncccc3C#N)C2)cc1OC (centres undefined) | i | 3% | 25 | -8% | -21% | -21% | -20%
Cc1ccc(NC(=O)Cn2cc(C(=O)C3CC3)c3ccccc32)cc1 | . | . | 3 | . | 4% | 8% | .
O=C(NCc1ccc(F)cc1)c1ccc2nc(N3CCCCC3)sc2c1 | . | . | -12 | . | 90%[activator] | -2% | .
Cc1ccc2c(c1)N1C(=O)OC[C@@H]1CCN(C(=O)c1ccccc1)C2 | 3%[88.5 µM] | -4%[172 µM] | -3 | -6%[172 µM] | -22%[87.6 µM] | 7%[87.6 µM] | -5%[138 µM]
Nc1ncnc2c1nc(N)n2[C@@H]1O[C@H](CO)[C@@H](O)[C@H]1O | -17% | . | 37 | . | . | ? | .
O=C(NCc1ccccc1)c1cnc2n1CCN(CC1CCCC1)CC2 | i | -13%[172 µM] | 1 | ? | ? | -1%[87.6 µM] | ?
CNc1nc2c(s1)C(c1cccc(F)c1)CC(=O)N2 (centres undefined) | ? | -7% | -67* | -19% | ? | -12% | -28%
CC(C)(C)C(=O)OCOP(=O)(COCCn1cnc2c(N)ncnc21)OCOC(=O)C(C)(C)C | 2% | . | 21 | . | -30% | -9% | .
COc1ccc(F)cc1-c1ccc(CN2CCC(N[S+](=O)([O-])c3cccs3)C2)cc1 (centres undefined) | . | . | 8 | 40µM* | . | . | ?
Cc1ccc([S+](=O)([O-])NCCNC(=O)c2ccc(-c3cccc(C(F)(F)F)c3)cc2)cc1 | . | . | 7 | -27% | . | . | -22%
CN(C1CCc2nn(C)c(=O)n2CC1)S(=O)(=O)c1ccc2c(c1)CCC2 (centres undefined) | i | 6% | 5 | -7% | -5% | 19% | -16%
CCC(Oc1ccccc1)C(=O)Nc1nnc(S(=O)(=O)N(CC)CC)s1 (centres undefined) | . | . | 11 | . | -2% | 9% | .
F[C@@H]1CN(C2CCC2)C[C@@H]1OCc1nc2ccncc2[nH]1 | i | 3%[230 µM] | -3 | -21%[230 µM] | 7%[87.6 µM] | 1%[87.6 µM] | -22%[174 µM]
O=C(CCc1ccccc1)N1CCCC(Cc2nc(C3CCOCC3)no2)C1 (centres undefined) | i | -1% | -4 | -10% | 17% | -28% | -21%
COc1ccc(OCC(O)Cn2c(NCCO)nc3c2c(=O)n(C)c(=O)n3C)cc1 (centres undefined) | . | . | 0 | . | -18% | 6% | .
C#CCNC(=O)c1cc(-c2ccc(Cl)cc2)nc2c1cnn2C | -13%[88.5 µM] | . | -8 | 89µM* | -3%[87.6 µM] | -10%[87.6 µM] | ?
Cc1nc(-c2ccc(F)cc2)n(CC(=O)Nc2cc(F)ccc2F)c(=O)c1CCO | i | -4% | 2 | ? | 1% | -17% | -15%
Cc1ccc(NC(=O)CSc2nnc(-c3ccc(Br)cc3)o2)c(C)c1 | . | . | 17 | . | 21% | -6% | .
CCN1c2cc(C(=O)Nc3ccc(C(N)=O)cc3)ccc2C(=O)N2CCCCCC21 (centres undefined) | -7% | -5% | -8 | ? | 22% | 25%[12.5 µM] | ?

(listing goes on)
Molecule | GPT2 inh | FLuc inh | IP6K1 inhibitor | HEK cytotox | SNCA expr inh | HEK293 viab | NIH3T3 tox
CN(C)c1ccc(CN2CC[C@H](c3nc4ccc(C#N)cc4[nH]3)C2)cc1 | i | -12%[172 µM] | -3 | ? | -27%[87.6 µM] | -25%[87.6 µM] | ?
O=C1CCN(CC(O)C(F)(F)F)c2ccc(F)cc2CN1CC1CC1 (centres undefined) | . | . | -6 | -37% | . | . | ?
COc1ccccc1N1CCN(C(=O)c2cc3c(=O)n(Cc4cccs4)ccc3nc2C)CC1 | . | . | 6 | . | 5% | -8% | .
CCOc1cccc(-c2noc(-c3nnn4c3COC(c3ccc(F)cc3)C4)n2)c1 (centres undefined) | i | 5% | -20 | ? | 33%[activator] | 6% | -34%
